# Screens (PubChem BioAssay)
# MITF TRPM1 inh: inhibitors of MITF-dependent TRPM1 promoter reporter, primary screen, cell-based, SK-MEL-5, single point, luciferase. 0.83% of 330,000 active. AID 488899, 2010. inhibition, % at 12.5 µM. SK-MEL-5 TRPM1 promoter luciferase, 24 h;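 active = mean inhibition across replicates of 60% or more, whatever share of single replicates reaches that level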; note: values of inactives mirror those of a sister screen read the other way
# TWEAK-Fn14 inh: inhibitors of TWEAK-Fn14 signaling, primary screen, luciferase reporter cells, uHTS | TWEAK-stimulated Fn14 reporter cells, luciferase luminescence, 8 h | inhibition, % at 10 µM | 2% of 360,000 active | AID 1159606, 2016; in the data active = inhibition above about 50%
# CF NFkB block: inhibitors of PAF-induced NF-kB signaling, primary screen, cell-based, GFP fluorescence, uHTS; KKLEB NF-kB-GFP reporter, GFP fluorescence overnight; inhibition, % at 5 µM; 0.86% of 360,000 active;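 active = at least 50% inhibition at 5 µM, scaled per plate between neutral and stimulator controls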;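 note: PAF is a Pseudomonas aeruginosa culture filtrate used as stimulus; plate controls were PAF-stimulated DMSO wells for no effect and unstimulated DMSO wells for full effect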
# NR2E3 ag-1: NR2E3 agonists in two-hybrid cells, primary screen, cell-based, luminescence, CHO-S, Gal4-NCOR/VP16-NR2E3; Photoreceptor-specific nuclear receptor (Homo sapiens), Q9Y5X4; luciferase; inhibition of corepressor binding, % at 3.98 µM; 0.35% of 360,000 active; AID 602229, 2012;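 active = inhibition above the mean of all tested compounds plus 3 SD, cut at about 70% in these data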;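 note: 0% = DMSO with NR2E3 transfected cells and 100% = cells lacking NR2E3 construct; higher means lower luciferase signal from less NR2E3 corepressor binding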
# Target sequence (Q9Y5X4 whole entry, looked up, the tested form may be a part): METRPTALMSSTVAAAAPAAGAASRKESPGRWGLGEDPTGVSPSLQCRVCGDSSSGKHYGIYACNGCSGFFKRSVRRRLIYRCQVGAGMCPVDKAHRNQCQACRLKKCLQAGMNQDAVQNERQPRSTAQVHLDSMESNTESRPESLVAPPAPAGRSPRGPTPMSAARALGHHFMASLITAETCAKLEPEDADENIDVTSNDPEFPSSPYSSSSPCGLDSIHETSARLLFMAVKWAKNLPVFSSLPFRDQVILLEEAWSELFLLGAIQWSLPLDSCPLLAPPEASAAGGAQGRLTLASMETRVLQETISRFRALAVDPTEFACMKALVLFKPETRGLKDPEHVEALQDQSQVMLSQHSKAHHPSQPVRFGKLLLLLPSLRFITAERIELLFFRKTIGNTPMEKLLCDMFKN
# Shn3 3UTR inh: reduction of Shn3 3'UTR firefly luciferase signal, primary screen, Schnurri-3 inhibitor project, cell-based, Clone20 osteoblasts, set 2; Clone20 osteoblast Shn3 3'UTR firefly luciferase, 24 h; inhibition, % at 12.5 µM; 0.52% of 360,000 active;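 active = mean inhibition of at least 75% with every replicate also reaching 75%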;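 note: 0% = median of neutral control wells and 100% = pilot-screen positive control compound; some compounds past the cut are filed as inactive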
# HIF-2a block: HIF-2a reporter inhibitors, primary screen, luminescence, 786-0 RCC cells | 786-0 RCC cells HIF-2a reporter, luciferase luminescence, overnight | inhibition, % at 18.8 µM | 0.72% of 360,000 active;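 active = inhibition of the luminescence signal of 40% or more relative to plate controls, in a single-dose primary screen at 18.75 µM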
# NR2E3 ag-2: inhibitors of NR2E3-RetCOR corepressor binding, primary screen, NR2E3 agonist project, biochemical, TR-FRET, GST-NR2E3, biotin-RetCOR. 0.12% of 320,000 active. inhibition of corepressor binding, % at 4.78 µM. 1536-well. Photoreceptor-specific nuclear receptor (Homo sapiens), Q9Y5X4. AID 2300, 2010;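 active = percent inhibition above the cutoff of mean plus 3 SD of all tested compounds, set per screening campaign, cut at about 20% in these data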;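 note: 0% = DMSO wells and 100% = biotin wells as full block of FRET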
#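 Material: NR2E3–RetCOR corepressor complex / Amount: 1.35 nM GST-NR2E3 / Medium: Tris pH 7.5 / Compound: single nominal compound dose of 4.8 µM / Incubation: 5 h at 4 °C / Technique: TR-FRET, Eu(K)-anti-GST donor, streptavidin-D2 acceptor, ex 340, em 617/671 nm / Read-out basis: percent loss of FRET ratio relative to control wells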
# hiPSC survival: enhancers of single-cell hiPSC survival, primary screen, ATPlite luminescence | survival enhancement, % at 20 µM | 100% = ROCK inhibitor wells, 0% = DMSO | 0.044% of 360,000 active; in the data active = survival enhancement above about 18%;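 note: cells exposed to compounds for 16 hours before the ATP read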
# aDG glyco up: activators of alpha-DG glycosylation, primary screen, uHTS, Pro5-aDG cells, AlphaScreen; 0.22% of 360,000 active; AID 624168, 2012; alpha-DG glycosylation AlphaScreen (IIH6); 0% Pro5, 100% B10-LARGE cell signal; activation, % at 10 µM;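 active = activation of at least 8% versus controls, or a plate z-score of at least 8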;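 note: Pro5 are CHO cells carrying HIG-tagged alpha-DG that lacks glycosylation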
# Peg3 promoter: Peg3 promoter-driven luciferase inhibitors, primary screen, cell-based, HeLa, luciferase luminescence; 1.7% of 360,000 active; AID 588405, 2011; HeLa PEG-Prom luciferase reporter, overnight; inhibition, % at 20 µM;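 active = inhibition of at least 50% at 20 µM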
# KKLEB tox: cytotoxicity in KKLEB CF airway cells, primary screen, cytotoxicity control for CF NF-kB inhibitor project, cell-based, uHTS, fluorescence assay plates; 0.36% of 360,000 active; activity change (cytotoxicity), % at 5 µM; KKLEB CF airway cells viability, ATPlite luminescence, overnight; stronger effect = lower value; cells stimulated with P. aeruginosa culture filtrate;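 active = corrected activity change at or below -50% at 5 µM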
# The depositor's hits bear a star; . = no result given; & = joins results of further samples. The list is partial; the hit share may differ from the screen's.
SMILES,MITF TRPM1 inh,TWEAK-Fn14 inh,CF NFkB block,NR2E3 ag-1,Shn3 3UTR inh,HIF-2a block,NR2E3 ag-2,hiPSC survival,aDG glyco up,Peg3 promoter,KKLEB tox
O=P(Nc1cccnc1)(Oc1ccccc1Cl)Oc1ccccc1Cl,1,10,11,-8,8,30,0,3.9,0.0,21,-6
COc1ccc(-c2ccc3c(c2)CN(C(=O)NC2CCCCC2)Cc2cnnn2-3)cc1,.,-4,34,-4,7,11,.,-1.6,0.1,5,-15
C[C@]12CCC3C(CC[C@H]4C[C@H](O)CC[C@]34C)C1[C@@H](O)C[C@@H]2O (some centres not stated),-2,5,-12,-37,-14,15,.,0.8,0.2,7,2
COc1c(/C=C2/C(=O)NC(=O)N(C)C2=O)c(CCN(C)C(=O)c2ccccc2)cc2c1OCO2,0,-18,-11,-6,2,-16,-3,1.7,0.1,0,3
CN1CCc2nc(SCc3ccccc3Br)c(C#N)cc2C1,3,1,-12,-15,1,3,2,1.8,-0.3,17,-11
Cn1c(O)c(C=Nc2cccc(C(F)(F)F)c2)c(=O)n(C)c1=O,-5,-18,-11,-2,-7,10,-1,-0.3,-0.1,-9,7
COc1ccccc1N1CCN(Cc2ccccc2Cl)CC1,-1,14,3,-25,1,7,-5,-1.0,-0.2,9,-1
O=P(/C(=N/O)N1CCCCC1)(N1CCOCC1)N1CCOCC1,1,-6,6,-13,-6,25,2,1.3,-0.3,-2,5
CC(=O)C1CCC2C3CCC4CC(O)CCC4(C)C3C(=O)CC12C (configuration not stated),16,-4,8,-11,2,10,.,-1.9,-0.2,6,1
CC(C)=CCN1CC[C@@]2(C)c3cc(O)ccc3C[C@@H]1C2C (some centres not stated),-3,8,-15,12,10,17,.,0.5,0.0,-2,0
O=C1CC(=O)N(c2ccc(Cl)cc2)C(=O)N1,12,-6,-14,6,16,6,2,0.0,0.1,4,7
CC12C=CC(=O)C=C1CCC1C2C(O)CC2(C)C1CCC2(C)O (configuration not stated),-1,13,5,-5,6,6,.,2.6,0.0,3,-6
CCC(=Nc1ccc2c(c1)CCC2)c1c(O)n(C)c(=O)n(C)c1=O,8,11,18,-10,59,4,-2,-3.0,2.8,6,-6
C=CCN1CC[C@]23c4c5ccc(O)c4O[C@H]2C(=O)CC[C@@]3(O)[C@H]1C5,2&5,-5&12,-5&-1,-33&-17,-6&-4,-6&-3,2&3,1.8&0.4,-0.1&-0.1,1&-5,6&-36
CCOC(=O)[C@]12Cc3cc(Cl)ccc3[C@H]1N(C)C(=O)c1ccccc12,.,1,.,-18,.,18,.,0.4,0.5,.,.
COC(=O)C1=C(c2ccc(C(C)=O)cc2)C[C@@H]2CC[C@H]1N2C(=O)NCCCOC(C)C,-6,19,1,1,4,10,1,-0.3,-0.1,7,7
CCCC(C)CC1(CCO)C(=O)NC(=S)NC1=O (configuration not stated),-5,-6,26,-28,-20,5,.,-1.7,0.0,7,-12
O=P(Nc1ccccc1)(Nc1ccccc1)Oc1ccc(Cl)cc1,-6,-5,9,-12,-23,9,5,0.7,0.0,27,-22
O=[N+]([O-])/C=C/c1c(Cl)cccc1Cl,111*,52*,57*,5,77,-6,.,-1.4,-0.4,92*,-3
CCC(c1nnnn1-c1ccc2c(c1)OCCO2)N1CCC(n2c(=O)[nH]c3ccccc32)CC1 (configuration not stated),.,29,79*,47,19,-1,.,-1.1,-0.1,79*,-76*
COc1ccc(N2C(=O)NC(=O)/C(=C\c3cn(CC(=O)N4CCOCC4)c4ccccc34)C2=O)c(OC)c1,-5,9,-19,-14,4,27,3,4.4,1.5,-2,3
CC1[C@H]2Cc3ccc(O)cc3[C@]1(C)CCN2CCc1ccccc1 (some centres not stated),-5,-6,6,-17,-8,14,.,1.4,-0.1,-18,-14
Cc1ccc(S(=O)(=O)N2CCCC2c2cccnc2)cc1 (configuration not stated),-1,-8,-12,8,-24,13,0,-0.6,0.0,7,-1
O=C(c1ccc(CS(=O)(=O)c2ccc(Br)cc2)o1)N1CCC2(CC1)OCCO2,-6,9,-2,-4,6,18,0,-2.3,-0.6,22,12
CC1CCC(C(C)C)C(OC(=O)COC(=O)c2ccccc2N)C1 (configuration not stated),-2,5,-8,10,27,8,-1,-0.9,0.1,18,12

# Only Shn3 3UTR inh, hiPSC survival and Peg3 promoter (2 entries from above):
mol	Shn3 3UTR inh	hiPSC survival	Peg3 promoter
COc1ccccc1N1CCN(Cc2ccccc2Cl)CC1	1	-1.0	9
O=P(/C(=N/O)N1CCCCC1)(N1CCOCC1)N1CCOCC1	-6	1.3	-2

# The results go on:
SMILES,MITF TRPM1 inh,TWEAK-Fn14 inh,CF NFkB block,NR2E3 ag-1,Shn3 3UTR inh,HIF-2a block,NR2E3 ag-2,hiPSC survival,aDG glyco up,Peg3 promoter,KKLEB tox
Cc1nc2ccccn2c1P(=S)(c1ccccc1)c1ccccc1,.,1,24,18,-11,16,.,-0.2,0.3,25,-9
O=C1NC(=O)N(Cc2ccccc2)C(=O)C1Cc1ccccc1 (configuration not stated),-14,4,-1,-25,-29,-9,.,0.1,0.0,-9,-4
CCC(=NCCC(c1ccccc1)c1ccccc1)c1c(O)[nH]c(=O)[nH]c1=O,-19,1,13,-3,3,21,1,-1.1,0.1,30,-15
CCCCn1c(O)c(C(C)=Nc2ccc3c(c2)CCC3)c(=O)[nH]c1=O,-4,6,15,-13,14,8,-2,1.9,0.1,6,-6
c1ccc2c(c1)cc1ccc3cccc4ccc2c1c34,2,24,-56,-10,-9,-79,.,-2.6,0.9,-137,15
CCOC(=O)c1c(C)n(Cc2ccco2)c2c1cc(O)c1ccccc12,3,6,3,-25,-14,2,1,0.9,0.1,-22,-1
COC(=O)Cn1cc(C=C2C(=O)NC(=O)NC2=O)c2ccccc21,8,40,-14,-22,-13,31,0,0.2,0.0,18,2
NC(=Nc1ccccc1)NN=Cc1c[nH]c2ccccc12,88*,-2,67*,-16,42,-14,.,-3.0,0.4,33,-45
O=c1[nH]c(=O)n(CCC2=CCCCC2)c(O)c1C=NC1CCN(Cc2ccccc2)CC1,21,41,6,-12,42,14,0,-4.0,1.5,-8,-17
COc1cc(CN=Cc2c(O)n(C(C)(C)C)c(=O)[nH]c2=O)cc(OC)c1,2,16,-14,-6,-12,22,-1,-0.1,0.1,32,-6
COc1ccc(C2=NCC(=O)N(CC(=O)NCc3ccco3)c3sc4c(c32)CCCC4)cc1,12,33,-4,12,-41,-11,-1,-1.1,0.6,16,14
Cc1nn(Cc2ccccc2)c(Cl)c1C(=O)OC(C)C(=O)Nc1ccc(F)cc1Cl (configuration not stated),4,-36,8,-9,77,15,0,-0.3,0.4,27,8
c1cnc(OCCN2CC2)cn1,-4,-14,-8,-6,-7,8,.,-0.7,-0.1,-8,4
COc1ccc2c3c1O[C@H]1C(=O)CC[C@H]4[C@@H](C2)N(C)CC[C@]314,-3,-2,1,-3,13,8,.,1.6,0.5,-5,17
CC(c1ccccc1)(c1ccccc1)c1ccncc1,11,41,-13,-9,-6,17,2,-0.1,0.0,10,9
c1ccc2c3c([nH]c2c1)C1(CCNCC1)NCC3,-12,-6,-15,13,13,16,0,0.4,0.0,-5,-18
Oc1c(Cl)cc(Cl)cc1CN1CCN(Cc2ccccc2)CC1,4,-2,-4,4,-5,-17,0,0.4,0.0,13,8

# Compounds listed so far that contain an NH in an aromatic ring (7):
SMILES,MITF TRPM1 inh,TWEAK-Fn14 inh,CF NFkB block,NR2E3 ag-1,Shn3 3UTR inh,HIF-2a block,NR2E3 ag-2,hiPSC survival,aDG glyco up,Peg3 promoter,KKLEB tox
CCC(c1nnnn1-c1ccc2c(c1)OCCO2)N1CCC(n2c(=O)[nH]c3ccccc32)CC1 (configuration not stated),.,29,79*,47,19,-1,.,-1.1,-0.1,79*,-76*
CCC(=NCCC(c1ccccc1)c1ccccc1)c1c(O)[nH]c(=O)[nH]c1=O,-19,1,13,-3,3,21,1,-1.1,0.1,30,-15
CCCCn1c(O)c(C(C)=Nc2ccc3c(c2)CCC3)c(=O)[nH]c1=O,-4,6,15,-13,14,8,-2,1.9,0.1,6,-6
NC(=Nc1ccccc1)NN=Cc1c[nH]c2ccccc12,88*,-2,67*,-16,42,-14,.,-3.0,0.4,33,-45
O=c1[nH]c(=O)n(CCC2=CCCCC2)c(O)c1C=NC1CCN(Cc2ccccc2)CC1,21,41,6,-12,42,14,0,-4.0,1.5,-8,-17
COc1cc(CN=Cc2c(O)n(C(C)(C)C)c(=O)[nH]c2=O)cc(OC)c1,2,16,-14,-6,-12,22,-1,-0.1,0.1,32,-6
c1ccc2c3c([nH]c2c1)C1(CCNCC1)NCC3,-12,-6,-15,13,13,16,0,0.4,0.0,-5,-18
